Compound activity as filed in PubChem BioAssay.
CaV13 ICDI inh – Primary screen for inhibitors of IQ motif and Ca2+-dependent inactivation inhibitor domain binding in CACNA1D, Förster resonance energy transfer in living cells, …. HEK cells, CFP/YFP FRET ICDI-IQ, plate reader, 10 min; percent FRET-ratio fall versus neutral wells. inhibition, % at 12.3 µM. 340,000 tested, 0.098% active. AID 743397;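 active means mean replicate inhibition of at least 30% and at least 1% of replicates passing that level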;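 further: 0% = median of the neutral control wells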
HIF-2a block – blocks HIF-2a reporter activity; 360,000 tested, 0.72% active; AID 624352; 786-0 RCC cells HIF-2a reporter, luciferase luminescence, overnight; inhibition, % at 18.8 µM;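 active means inhibition of the luminescence signal of 40% or more relative to plate controls, in a single-dose primary screen at 18.75 µM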
TRPM1 prom inh – inhibitors of MITF-driven TRPM1 promoter in melanoma cells; SK-MEL-5 TRPM1 promoter luciferase, 24 h; inhibition, % at 12.5 µM; 330,000 tested, 0.83% active;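 active means mean inhibition across replicates of 60% or more, whatever share of single replicates reaches that level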; further: values of inactives mirror those of a sister screen read the other way
Peg3 prom inh – inhibitors of Peg3 promoter | HeLa PEG-Prom luciferase reporter, luminescence, overnight | inhibition, % at 20 µM | 360,000 tested, 1.7% active;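 active means inhibition of at least 50% at 20 µM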
CF NFkB block – blocks PAF-induced NF-kB reporter in cystic fibrosis cells. 360,000 tested, 0.86% active. inhibition, % at 5 µM. KKLEB NF-kB-GFP reporter, GFP fluorescence overnight;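 active means at least 50% inhibition at 5 µM, scaled per plate between neutral and stimulator controls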;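 further: PAF is a Pseudomonas aeruginosa culture filtrate used as stimulus; plate controls were PAF-stimulated DMSO wells for no effect and unstimulated DMSO wells for full effect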
Shn3 3UTR inh – Schnurri-3 reporter inhibition in Clone20 osteoblasts; Clone20 osteoblast Shn3 3'UTR firefly luciferase, 24 h; inhibition, % at 12.5 µM; 360,000 tested, 0.52% active; AID 588674;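 active means mean inhibition of at least 75% with every replicate also reaching 75%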;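 further: 0% = median of neutral control wells and 100% = pilot-screen positive control compound; some compounds past the cut are filed as inactive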
NR2E3 ag-1 – activates human photoreceptor nuclear receptor NR2E3 | GST-NR2E3/biotin-RetCOR TR-FRET, 1536-well | inhibition of corepressor binding, % at 4.78 µM | 320,000 tested, 0.12% active | AID 2300;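 active means percent inhibition above the cutoff of mean plus 3 SD of all tested compounds, set per screening campaign, cut at about 20% in these data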;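 further: 0% = DMSO wells and 100% = biotin wells as full block of FRET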
Target sequence (Q9Y5X4 whole entry, looked up): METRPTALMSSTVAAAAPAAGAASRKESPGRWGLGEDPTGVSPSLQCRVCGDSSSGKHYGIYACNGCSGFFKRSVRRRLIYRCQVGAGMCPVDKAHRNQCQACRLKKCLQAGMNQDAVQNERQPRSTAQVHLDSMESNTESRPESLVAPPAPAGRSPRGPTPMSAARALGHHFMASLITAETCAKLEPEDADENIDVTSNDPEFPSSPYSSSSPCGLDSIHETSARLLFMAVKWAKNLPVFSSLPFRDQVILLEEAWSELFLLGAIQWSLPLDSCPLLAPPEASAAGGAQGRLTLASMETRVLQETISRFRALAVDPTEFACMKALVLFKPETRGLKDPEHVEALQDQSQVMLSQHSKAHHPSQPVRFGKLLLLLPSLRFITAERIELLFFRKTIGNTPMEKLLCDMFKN
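system = GST-tagged NR2E3 plus biotinylated RetCOR corepressor | input = 1.35 nM GST-NR2E3 | also added = 7 nM biotin-RetCOR | schedule = 5 h incubation at 4 °C | measured by = TR-FRET with europium anti-GST and streptavidin-D2, 340 nm excitation | read-out = percent loss of FRET ratio relative to control wells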
KKLEB cytotox – reduces viability of KKLEB cystic fibrosis airway cells; 360,000 tested, 0.36% active; activity change (cytotoxicity), % at 5 µM; AID 602141; KKLEB CF airway cells viability, ATPlite luminescence, overnight; hits give low values; cells stimulated with P. aeruginosa culture filtrate;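 active means corrected activity change at or below -50% at 5 µM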
PDI turbidity – PDI (human) enzyme inhibition; P07237; PDI insulin aggregation turbidity, A650, 90 min; inhibition, % at 10 µM; 350,000 tested, 0.052% active;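 active means mean inhibition across replicates of 30% or more, whatever share of single replicates reach that level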;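 further: absorbance from insulin aggregation driven by PDI reduction with DTT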
Target sequence (P07237 whole entry, looked up): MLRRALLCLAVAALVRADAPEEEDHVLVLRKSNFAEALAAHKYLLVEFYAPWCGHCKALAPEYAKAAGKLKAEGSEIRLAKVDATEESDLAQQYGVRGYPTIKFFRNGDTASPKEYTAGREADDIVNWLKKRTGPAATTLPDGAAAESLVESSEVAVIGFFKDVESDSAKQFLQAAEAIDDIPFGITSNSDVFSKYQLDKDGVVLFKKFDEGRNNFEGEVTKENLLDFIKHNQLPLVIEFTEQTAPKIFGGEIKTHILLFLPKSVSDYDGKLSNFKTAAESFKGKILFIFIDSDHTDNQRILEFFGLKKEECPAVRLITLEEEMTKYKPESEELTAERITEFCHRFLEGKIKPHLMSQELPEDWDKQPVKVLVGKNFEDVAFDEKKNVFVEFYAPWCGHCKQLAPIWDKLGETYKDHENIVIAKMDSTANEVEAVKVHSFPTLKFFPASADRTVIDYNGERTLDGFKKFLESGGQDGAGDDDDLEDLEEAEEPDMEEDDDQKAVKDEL
Vif inh – blocks HIV Vif function; 340,000 tested, 0.35% active; HEK293T cells, Vif self-association by quenched fluorescence, imaging, 24 h; inhibition, % at 7.49 µM; in the data active means inhibition above about 50%, passing the limit was not always enough; further: some results filed as inactive read as strong as hits
NR2E3 ag-2 – human photoreceptor-specific nuclear receptor agonism. inhibition of corepressor binding, % at 3.98 µM. CHO-S Gal4-NCOR/VP16-NR2E3 two-hybrid, luciferase. 360,000 tested, 0.35% active. AID 602229;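 active means inhibition above the mean of all tested compounds plus 3 SD, cut at about 70% in these data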;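 further: 0% = DMSO with NR2E3 transfected cells and 100% = cells lacking NR2E3 construct; higher means lower luciferase signal from less NR2E3 corepressor binding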
* marks the source's active call; other numbers are inactive results; . = no result given.

entry	SMILES	CaV13 ICDI inh	HIF-2a block	TRPM1 prom inh	Peg3 prom inh	CF NFkB block	Shn3 3UTR inh	NR2E3 ag-1	KKLEB cytotox	PDI turbidity	Vif inh	NR2E3 ag-2
1	CC(C)N1CCc2c(sc(NC(=O)CCS(=O)(=O)c3ccccc3)c2C#N)C1	20	-2	-9	4	17	-21	-2	12	1	-12	-20
2	CCN1CCc2nc(NC(=O)c3ccc(S(=O)(=O)N(C)C)cc3)sc2C1	-7	-25	-19	-3	14	13	5	-8	4	-6	-33
3	CCCCC(=O)Nc1cccc(-c2nnc(-c3ccccc3)o2)c1	-3	-238	-13	-80	-18	14	-1	6	3	.	-95
4	CCC(Sc1ccc2nnc(-c3cccnc3)n2n1)C(=O)O (configuration not stated)	-6	-3	11	-2	-14	-23	7	-3	-6	0	-30
5	COc1ccc(NS(=O)(=O)c2ccc3c(c2)OCCO3)cc1OC	-5	12	25	-1	-1	75	2	12	-10	-22	100*
6	Cc1cc2ncn(/N=C/c3ccc4c(c3)OCO4)c2cc1C	-20	-156	-25	-100	-6	-18	3	6	-10	0	-28
7	CC(=O)Nc1ccc(Br)c2ccccc12	-5	19	-4	6	4	16	11	8	-6	5	-26
8	CCc1ccc(OCC(=O)NC(=S)Nc2ccc(S(=O)(=O)NC3CCCCC3)cc2)cc1	0	2	10	24	-10	14	1	12	-1	3	-32
9	CC(=O)Oc1ccc(-c2cccc(C(=O)O)c2)cc1	.	-66	-4	-66	3	-7	2	-8	0	2	-51
10	CN(C)/C=C(/C(=O)c1ccc(Cl)cc1)n1cncn1	-3	5	-3	3	30	1	-5	-3	-3	0	-7
11	CCOC(=O)c1c(NC(=O)c2c(C(=O)O)cccc2[N+](=O)[O-])sc2c1CCCC2	-21	10	2	-2	-7	-7	0	-7	0	-5	-13
12	CCN(c1ccccc1)S(=O)(=O)c1cc(C(=O)NCc2ccccn2)ccc1C	-5	10	9	4	17	10	.	-13	6	5	2
13	O=C(Nc1cccc(F)c1)NC1CCCc2ccccc21 (configuration not stated)	-3	-19	-9	-26	10	15	0	-6	3	23	28
14	CC1COc2ccccc2N1C(=O)c1cccnc1Cl (configuration not stated)	-5	10	10	17	2	9	1	-12	4	-3	-15
15	CC1=CC(C)(C)Nc2ccc(OC(=O)CN3C(=O)c4ccccc4C3=O)cc21	-4	88*	-4	102*	51*	64	-3	1	4	9	11
16	CCc1ccc(C(O)(C(C)C)C(CN2CCOCC2)c2ccccc2)cc1 (configuration not stated)	-14	-82	2	27	4	28	.	4	13	-10	-37
17	COC(=O)c1cc(S(=O)(=O)NCC(C)c2ccccc2)cn1C (configuration not stated)	-6	1	13	-3	4	26	3	6	-1	-8	10
18	C=CCn1cc(Cl)cc(C(=O)Nc2ccccc2)c1=O	-4	-104	-30	-31	13	-22	2	3	4	-1	-24
19	ClCCN1C2=NCCCN2c2ccccc21	0	9	-12	-12	-19	-19	-2	2	6	-7	-13
20	CCCCn1c(N)c(N(CCOC)C(=O)COC(=O)COc2c(C)cc(C)cc2C)c(=O)[nH]c1=O	-6	10	-12	-1	-3	-36	-1	9	5	-1	-4
21	Cc1cccc(OCC(=O)Nc2ccccc2C(F)(F)F)c1	-4	-82	-17	-70	-7	-4	1	9	2	5	-6
22	Cc1ccccc1NC(=O)c1ccc(S(=O)(=O)N2CCCC2)cc1	-7	6	-1	16	-13	4	-1	8	1	1	-5
23	CN(C)C(CNc1ncnc2sccc12)c1ccccc1 (configuration not stated)	-4	-6	-6	6	19	14	4	-6	-4	0	-15
24	CCCC(=O)Nc1cc(S(=O)(=O)N2CCCCC2)ccc1N1CCOCC1	-6	7	6	18	6	-3	-3	1	8	-7	-24
25	O=CN1CCN(C(=O)COc2ccc(Cl)cc2Br)CC1	-5	-8	5	1	14	-8	4	2	-6	2	23

4 of the compounds above, with two lines to a compound:
Values in the order – CaV13 ICDI inh, HIF-2a block, TRPM1 prom inh, Peg3 prom inh, CF NFkB block, Shn3 3UTR inh, NR2E3 ag-1, KKLEB cytotox, PDI turbidity, Vif inh, NR2E3 ag-2
15	CC1=CC(C)(C)Nc2ccc(OC(=O)CN3C(=O)c4ccccc4C3=O)cc21
 : -4, 88*, -4, 102*, 51*, 64, -3, 1, 4, 9, 11
6	Cc1cc2ncn(/N=C/c3ccc4c(c3)OCO4)c2cc1C
 : -20, -156, -25, -100, -6, -18, 3, 6, -10, 0, -28
18	C=CCn1cc(Cl)cc(C(=O)Nc2ccccc2)c1=O
 : -4, -104, -30, -31, 13, -22, 2, 3, 4, -1, -24
2	CCN1CCc2nc(NC(=O)c3ccc(S(=O)(=O)N(C)C)cc3)sc2C1
 : -7, -25, -19, -3, 14, 13, 5, -8, 4, -6, -33

(further entries)
entry	SMILES	CaV13 ICDI inh	HIF-2a block	TRPM1 prom inh	Peg3 prom inh	CF NFkB block	Shn3 3UTR inh	NR2E3 ag-1	KKLEB cytotox	PDI turbidity	Vif inh	NR2E3 ag-2
26	COCCN(C(=O)CSc1nnc(-c2ccccc2F)n1N)c1c(N)n(Cc2ccccc2)c(=O)[nH]c1=O	-8	7	1	-10	-17	-4	1	8	-3	-4	0
27	Oc1sc(C=Nc2ccccc2)c2ccccc12	.	-317	-45	-327	-22	-70	1	-1	-2	9	-106
28	COCC1CCN(C(=O)c2cc(COc3ccccc3SC)on2)C1 (configuration not stated)	-5	-70	-15	-78	20	-13	-1	-9	10	-6	-40
29	CCN(CC)c1ccc(/C=N/NC(=S)NCc2ccccc2)c(O)c1	0	2	17	17	-1	42	8	-15	5	-3	13
30	Nc1nc(N(Cc2ccccc2)Cc2ccccc2)nc(C(F)(F)F)n1	-6	21	-9	10	17	4	3	-13	0	-3	-22
31	CN(C)c1ccccc1C(=O)c1ccccc1N(C)C	-5	-233	5	-150	1	-40	-2	-5	16	26	-259
32	CCOC(=O)CSc1nnc2c(n1)C1(C)CCC2C1(C)C (configuration not stated)	-4	1	-9	0	-26	-4	0	1	1	-6	-13
33	O=C(COc1ccc(Br)cc1)Nc1ccc2c(c1)C(=O)NC2=O	5	-18	-8	-22	2	-20	0	-5	-3	-2	-26
34	Cc1cc(C)c(NC(=O)CSCc2c(C)noc2C)c(C)c1	-2	2	-7	-5	4	-3	3	-1	-5	6	0
35	Cc1ccccc1-c1nc(CN2CCC(C(=O)N3CCC(C(N)=O)CC3)CC2)c(C)o1	-3	4	-2	-6	7	1	1	5	.	.	-5
36	Cc1ccc(S(=O)(=O)N2CCOC23CCN(C(=O)C(=O)NCCC(C)C)CC3)cc1	-4	10	7	11	7	-4	-2	1	5	-2	16
37	c1cncc(CNc2ncnc3ccc(-c4ccc5c(c4)OCCO5)cc23)c1	-6	10	5	19	11	-14	.	-5	-6	3	-19
38	CC(C)Cc1nc(SCC(=O)NCc2ccccc2)n[nH]1	-5	17	-17	-3	-2	-17	0	4	3	15	-22
39	CCN(CC(=O)Nc1cccc(F)c1)CC(=O)Nc1ccccc1OC	-5	8	3	5	2	11	2	4	3	-8	16
40	O=C(COc1ccccc1)NCC(=O)N/N=C/c1cc(Br)ccc1OCc1ccccc1	-7	-33	0	-33	5	-6	1	0	-7	-3	-33
41	COc1ccc(C(=O)CSc2ncn[nH]2)cc1OC	-7	-105	2	-184	-1	-12	-1	-11	-3	0	4
42	CC1CCC2(CC1)NC(=O)N(CC(=O)N1CCN(c3ccccc3)CC1)C2=O (configuration not stated)	-2	10	4	-13	6	5	-1	16	9	3	-2
43	COc1ccc(C2N(c3cc(Cl)ccc3OC)C(=O)C3CCCN32)c(OC)c1 (configuration not stated)	7	5	-3	-2	10	-24	1	4	.	-4	-54
44	COc1ccc(-c2ccc(=O)n(CC(=O)Nc3cccc(O)c3)n2)cc1OC	-10	16	-1	5	4	7	-1	-17	1	9	-16
45	O=C(OCCN1C(=O)c2ccccc2C1=O)c1cccc(OC(F)F)c1	-3	5	-4	-12	10	0	2	-12	-21	-9	-1
46	CNC(=S)N/N=C/c1ccccc1Cl	-6	-38	-1	-20	-31	-17	-1	1	0	-1	-12
47	COc1ccc(C(CNC(=O)c2ccc(OCc3c(C)noc3C)cc2)N2CCCC2)cc1 (configuration not stated)	-3	12	-17	5	-46	14	4	6	1	4	-3
48	COC(=O)c1cn(C(=O)c2ccc(OC)c(OC)c2)c2ccccc12	-2	-11	.	2	6	16	1	-12	-9	-5	-20
49	CC(NC(=O)Cn1cnnn1)c1cccc(C(F)(F)F)c1 (configuration not stated)	-4	14	7	9	-6	9	0	-2	3	9	-23
50	CCOCCn1c2ccccc2c2nc3ccccc3nc21	-11	-73	-18	-29	-3	-14	0	-21	-1	-11	-18
51	CN1C/C(=C\c2ccc(N3CCOCC3)cc2)C(=O)/C(=C/c2ccc(N3CCOCC3)cc2)C1	-18	10	32	-10	-64	0	-2	19	2	22	-13

Single records, from the list above. Values in the order: CaV13 ICDI inh, HIF-2a block, TRPM1 prom inh, Peg3 prom inh, CF NFkB block, Shn3 3UTR inh, NR2E3 ag-1, KKLEB cytotox, PDI turbidity, Vif inh, NR2E3 ag-2
CNC(=S)N/N=C/c1ccccc1Cl is listed with -6, -38, -1, -20, -31, -17, -1, 1, 0, -1, -12
CCN(CC)c1ccc(/C=N/NC(=S)NCc2ccccc2)c(O)c1 is listed with 0, 2, 17, 17, -1, 42, 8, -15, 5, -3, 13

Compounds as they come. Share with any hit: about 3.3%.
